# From PubChem
# STAT3 inh: IL-6 driven STAT3 reporter inhibitors, primary screen, U3A cells, luciferase, luminescence, MLSCN library; IL-6 STAT3-luciferase reporter; host cell line lacks STAT1; inhibition, % at 5.5 µM; 190,000 compounds, 0.89% hits; AID 862, 2007;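 active means inhibition above the mean inhibition across all screened compounds plus 3 SD, cut at about 44% in these data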;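 further: 0% = DMSO only wells and 100% = 100 µM nifuroxazide control wells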
# RAM network inh: inhibitors of the yeast RAM network, primary screen, dse1pr::URA3 reporter, 5-FOA selection. 190,000 compounds, 1.8% hits. inhibition, % at 50 µM. S. cerevisiae dse1pr::URA3 reporter, 5-FOA growth OD615, 2 d; analog-sensitive cbk1-as2 kinase mutant strain;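 active means inhibition above a set limit, 3 SD over mean compound inhibition, cut at about 8.4% in these data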;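 further: 0% = DMSO-only wells with no growth and 100% = 10 µM 1-NA-PP1 full growth; inhibition rescues growth on 5-FOA so higher OD means more RAM inhibition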
# APP 5UTR inh: inhibitors of APP translation via 5'UTR reporter, primary screen, APP 5'UTR luciferase, SH-SY5Y cells; SH-SY5Y APP 5'UTR-luciferase reporter, luminescence; inhibition, % at 2 µM; 190,000 compounds, 0.82% hits; AID 1285, 2008;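 active means inhibition above a set limit, derived from the sample mean plus 3 SD, cut at about 45% in these data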; further: values of inactives mirror those of a sister screen read the other way
# STAT1 act: STAT1 signaling activators, primary screen, cell-based, HTS, luciferase reporter. NIH 3T3 STAT1-luciferase reporter, IFN-gamma, luminescence; 100% = IFN-gamma alone, no compound. activation (% of control), % at 5.5 µM. 200,000 compounds, 2.6% hits;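 active means activation above the screen-wide mean activation plus 3 SD, cut at about 130% in these data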;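 further: raw ratio to IFN-gamma control signal so 100% means no change and 0% no light; values of inactives mirror those of a sister screen read the other way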
# STAT1 blocker: STAT1 signaling inhibitors, primary screen, cell-based, HTS, luciferase reporter | NIH 3T3 STAT1-luciferase reporter, IFN-gamma, luminescence | inhibition, % at 5.5 µM | 200,000 compounds, 0.35% hits;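 active means inhibition above a set limit, the mean inhibition across all tested compounds plus 3 SD, cut at about 34% in these data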;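 further: 0% = IFN-gamma with DMSO and 100% = IFN-gamma with 300 µM nifuroxazide; values of inactives mirror those of a sister screen read the other way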
# STAT3 act: IL-6 driven STAT3 reporter potentiators, primary screen, U3A cells, luciferase, luminescence, MLSCN library | IL-6 STAT3-luciferase reporter; 100% = signal with IL-6 EC80 alone | activation (% of control), % at 5.6 µM | 190,000 compounds, 0.91% hits;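 active means activation above the screen-wide mean of compound activation plus 3 SD, cut at about 130% in these data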;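 further: 0% = background luminescence of wells with medium and substrate only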
#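 Test system: STAT3-luciferase reporter U3A cells; Detection: reporter luminescence signal; Times: 1 h compound pre-exposure, 6 h IL-6 stimulation, 37 °C; Benchmarks: IL-6-only high control; Also added: IL-6 stimulus at 33 ng/mL final.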
# NF-kB expr up: activators of NF-kB expression in neurons, primary screen, cell-based, HTS; human neuronal cells, NF-kB reporter expression; active compounds read high; AID 1239, 2008; fold change at 12.5 µM; 190,000 compounds, 1.6% hits; in the data active means fold change above about 3.3
# Hsp70 activator: Hsp70 transcriptional activators, primary screen, cell-based, HeLa, Hsp70 promoter luciferase, luminescence, 10 µM | HeLa Hsp70 promoter luciferase reporter; scaled: vehicle 0, proteasome-inhibitor control 100% | activation, % at 10 µM | 200,000 compounds, 0.04% hits;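 active means activation above the mean across all tested compounds plus 3 SD, cutoff set per campaign, cut at about 5.5% in these data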;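 further: 100% = MG132 at 30 µM as the positive control and 0% = DMSO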
# APP 5'UTR act: activators of APP 5'UTR luciferase reporter, primary screen, SH-SY5Y cells; SH-SY5Y APP 5'UTR luciferase reporter, luminescence; zero percent = DMSO vehicle wells; activation, % at 2 µM; 190,000 compounds, 1% hits; AID 1276, 2008;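 active means activation above a set limit, based on mean plus 3 SD of controls, cut at about 140% in these data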; further: values of inactives mirror those of a sister screen read the other way
# FLuc inh counter: firefly luciferase enzyme inhibitors, primary screen, artefact control for luciferase-based inhibitor screens, biochemical, luminescence, ATPLite; Luciferin 4-monooxygenase (Photinus pyralis), P08659; 10 min; 200,000 compounds, 1.5% hits; AID 1006, 2008; inhibition, % at 10 µM;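 active means inhibition above about 50% when tested at 10 µM, limit read from the data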
# Target sequence (P08659 whole entry, looked up): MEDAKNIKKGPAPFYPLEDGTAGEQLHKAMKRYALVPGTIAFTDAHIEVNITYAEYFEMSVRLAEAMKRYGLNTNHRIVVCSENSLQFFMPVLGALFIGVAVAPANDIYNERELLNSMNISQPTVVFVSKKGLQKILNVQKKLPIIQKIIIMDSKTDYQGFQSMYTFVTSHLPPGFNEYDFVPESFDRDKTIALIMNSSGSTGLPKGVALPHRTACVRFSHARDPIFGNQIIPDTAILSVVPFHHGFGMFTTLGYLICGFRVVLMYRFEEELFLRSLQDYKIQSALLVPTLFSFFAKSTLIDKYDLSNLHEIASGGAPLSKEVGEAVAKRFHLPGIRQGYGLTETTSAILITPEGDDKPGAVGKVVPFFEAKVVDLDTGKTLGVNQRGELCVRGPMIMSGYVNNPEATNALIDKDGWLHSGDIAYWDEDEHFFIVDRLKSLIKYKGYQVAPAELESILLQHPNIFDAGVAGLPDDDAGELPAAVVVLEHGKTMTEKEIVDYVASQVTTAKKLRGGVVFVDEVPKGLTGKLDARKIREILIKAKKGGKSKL
# Numbers without * were called inactive; . = no result given.
# Every second line gives: STAT3 inh	RAM network inh	APP 5UTR inh	STAT1 act	STAT1 blocker	STAT3 act	NF-kB expr up	Hsp70 activator	APP 5'UTR act	FLuc inh counter
> Cc1cc(C)n(-c2cc(Cl)cc(Cl)c2)c(=O)c1C#N
    1.7	3.4	7.8	102.6	-2.8	99.5	1.13	-0.4	-7.8	-5.8
> COc1cccc(OC)c1C(=O)N1CCN(S(=O)(=O)c2ccccc2)CC1
    -4.5	-0.1	4.0	114.4	-15.8	107.7	1.05	-0.3	-4.0	-3.5
> CCOc1ccc(NC(=O)CC2C(=O)N(C)C(=S)N2Cc2ccco2)cc1 (stereo not drawn)
    0.2	-0.5	-12.6	100.8	-0.9	100.5	1.04	-0.3	12.6	-2.4
> Cc1ccccc1N=C1c2cc([N+](=O)[O-])ccc2-c2ncccc21
    3.6	0.7	16.6	86.8	14.6	101.5	1.06	-0.4	-16.6	-4.7
> CCc1nc(SCC(=O)NCc2ccco2)c2c3c(sc2n1)CCCC3
    4.2	2.9	-6.6	103.3	-3.6	96.0	1.14	-0.5	6.6	-2.5
> Cc1cc(OC(C)C(=O)N/N=C/CC(C)c2ccccc2)ccc1Cl (stereo not drawn)
    2.0	-0.9	25.8	97.3	3.0	103.4	1.78	0.2	-25.8	-10.6
> C/C(=N\NC(=S)Nc1c(C)cccc1C)c1cc2ccccc2o1
    16.6	4.1	-10.3	102.6	-2.9	88.5	1.45	-0.6	10.3	-6.9
> O=S(=O)(NC1CCCCC1Sc1ncccn1)c1ccccc1 (stereo not drawn)
    -10.5	0.0	8.0	112.4	-13.9	106.5	0.85	0.1	-8.0	-1.1
> O=C(c1cnc(-c2ccccc2)s1)c1ccc(Cl)cc1Cl
    10.1	13.1*	-3.5	104.6	-5.2	93.2	1.22	-0.3	3.5	-3.3
> COC(=O)c1cn(NC(=O)CC2CCCCC2)c(=O)c2ccccc12
    3.7	2.1	-1.2	95.2	6.3	102.5	0.66	-0.3	1.2	-6.0
> COc1ccc(Cl)cc1N(C(C)C(=O)O)S(C)(=O)=O (stereo not drawn)
    3.0	2.9	-3.0	98.7	1.6	105.9	0.96	0.1	3.0	-3.2
> O=C(CSc1nc(Nc2ccccc2)nc(N2CCOCC2)n1)Nc1ccc([N+](=O)[O-])cc1
    1.6	1.6	15.3	94.8	5.7	98.8	1.82	-0.4	-15.3	-2.9
> COc1ccc(CCNC(=O)CCn2c(SCC#N)nc3ccccc3c2=O)cc1OC
    9.6	1.9	-1.3	83.2	18.6	92.4	1.22	0.1	1.3	-7.7
> ClCC1CN(Cc2ccccc2Cl)CCO1 (stereo not drawn)
    15.0	0.9	6.6	101.8	-3.8	91.2	.	-0.2	-6.6	-1.2
> CCOc1cc2[nH]c(=O)n(CCc3ccc(OC)c(OC)c3)c(=O)c2cc1OCC
    -0.4	2.0	19.9	97.5	2.7	103.9	1.25	-0.2	-19.9	-6.0
> O=C(c1cccc(Cl)c1)c1nn(-c2ccccc2)c(=O)cc1C(F)(F)F
    -0.5	2.9	6.5	106.2	-6.9	101.5	1.47	0.1	-6.5	-8.5
> O=C(NCCSc1ccccc1)c1cccnc1
    -4.8	-0.1	-28.5	127.1	-29.9	108.2	2.23	0.3	28.5	3.2
> COc1ccc(Nc2ncnc3scc(-c4ccc(OC)cc4)c23)cc1
    -4.1	6.2	-4.0	88.4	13.0	103.4	0.54	-0.2	4.0	3.0
> COC(=O)c1ccc(C(=O)OC)c(NC(=O)CN(c2ccccc2)S(=O)(=O)N(C)C)c1
    6.7	6.7	-9.9	93.3	5.9	98.8	0.99	0.6	9.9	-6.3
> COc1ccc(-n2cnnc2SCC(=O)N(C)C2CCS(=O)(=O)C2)cc1 (stereo not drawn)
    5.0	-0.5	-14.2	97.9	2.3	100.3	1.33	0.3	14.2	-9.3
> CN(c1ccccc1C(=O)NCC1CCCO1)S(C)(=O)=O (stereo not drawn)
    10.7	-0.4	11.8	90.5	10.3	94.6	0.97	-0.2	-11.8	-5.2
> CCOc1ccc(C(F)(F)F)cc1NC(=O)c1ccc(OC)c([N+](=O)[O-])c1
    4.1	3.4	-0.2	98.1	2.1	102.7	1.07	-0.1	0.2	-4.1
> CCOc1ccc(S(=O)(=O)NCc2ccccc2OC)cc1
    6.1	1.3	9.8	87.3	13.0	100.8	0.72	-0.1	-9.8	-3.1
> COc1ccc(/C(C)=N\Nc2nc(-c3ccc(Cl)cc3)cc(C(F)(F)F)n2)cc1OC
    1.3	1.3	3.4	101.2	-1.4	94.7	1.09	-0.1	-3.4	-5.3
> CCOc1ccc(CN2CCNC(=O)C2CC(=O)NCCCn2ccnc2)cc1 (stereo not drawn)
    5.9	1.1	-15.5	101.7	-3.6	98.6	0.98	0.0	15.5	-0.7
> O=C(CSc1ncnc2c(-c3ccc(Cl)cc3)nsc12)c1ccccc1
    -5.9	6.0	4.9	107.3	-8.1	105.7	1.12	0.2	-4.9	-1.4
> COCC1CCCN(Cc2cn(-c3ccccc3F)nc2-c2cc(C)sc2C)C1 (stereo not drawn)
    -1.2	-0.8	-2.5	97.2	1.5	104.9	1.11	0.0	2.5	-6.1
> CCS(=O)(=O)N1CCC(c2nc(-c3ccc(C)cc3)no2)CC1
    11.3	-0.1	-27.2	100.2	-0.3	93.7	1.8	-0.3	27.2	3.2
> CCC(C)N=C1Sc2nc3ccc(C)cc3cc2CN1CCOC (stereo not drawn)
    9.3	-0.7	-11.6	98.9	-0.3	93.3	1.2	0.2	11.6	-5.0
> COC(=O)C1=C(C)N(Cc2cccnc2)C(=O)C1
    3.1	1.0	-6.7	100.7	-0.7	101.5	1.01	-0.3	6.7	-4.2
> Cc1cc(C(=O)OCC(=O)Nc2cc(S(=O)(=O)N3CCOCC3)ccc2Cl)c(C)o1
    -3.6	1.3	2.5	100.7	0.8	103.1	0.83	-0.2	-2.5	-1.2
> Cc1ccc(C(C)C)c(OCCN)c1
    13.5	2.8	-4.1	101.3	-1.4	94.9	0.82	-0.3	4.1	-6.6
> COc1cc(OC)cc(C(=O)NNC(=S)NC2CC2)c1
    3.4	0.6	-1.7	97.8	0.2	102.1	1.39	0.1	1.7	-4.3
> CCN(CC)CCNc1nc2cc(OC)c(OC)cc2c2nc(-c3ccccc3)nn12
    -17.8	-0.5	-13.3	105.8	-6.3	119.3	0.43	0.0	13.3	-6.7
> O=C(Cn1cc(/C=N/NC(=O)c2cccc(C(F)(F)F)c2)c2ccccc21)Nc1ccc(F)cc1
    16.0	-0.1	-13.3	92.8	8.1	92.8	1.24	-0.1	13.3	-5.4
> CCOC(=O)c1ccc(NC(=O)CCNS(=O)(=O)c2ccc3c(c2)oc(=O)n3C)cc1
    1.8	3.4	10.9	101.3	-2.6	104.0	0.89	-0.2	-10.9	-6.3
> Brc1ccc2c(c1)C(c1ccc(N3CCOCC3)cc1)=NNC(c1cccs1)=N2
    5.1	2.6	-15.4	103.8	-4.2	104.4	0.87	-0.1	15.4	-1.5
> COc1ccc(-c2nc(CSCC(=O)N3CCc4ccccc43)c(C)o2)cc1OC
    0.2	4.7	2.0	93.0	7.5	102.3	1.45	-0.1	-2.0	-9.2
> Cc1ccc(C)c(NC(=O)COC(=O)CCCN=C2NS(=O)(=O)c3ccccc32)c1
    2.6	0.8	-8.7	102.5	-2.8	105.5	1.06	-0.1	8.7	-1.0
> COc1ccc(CNC(=O)C(C)N=C2NS(=O)(=O)c3ccccc32)cc1OC (stereo not drawn)
    0.8	0.2	-10.8	97.9	2.2	99.6	0.87	-0.3	10.8	-3.4
> Cc1cc(C)c(C)c(OCCCCn2cnc3ccccc3c2=O)c1
    -1.3	0.0	-13.3	103.8	-4.2	101.3	1.1	-0.5	13.3	-6.9
> O=C(OCCCN1CCCCC1)c1ccc(O)cc1
    -11.9	1.5	-1.8	93.1	7.5	109.8	1.39	-0.2	1.8	-2.8
> COc1cc(/C=C/C(=O)NCc2cccnc2)cc(OC)c1OC
    0.7	-0.1	2.6	98.8	1.3	108.3	1.25	-0.3	-2.6	-4.0
> CC1CCc2c(sc(NC(=O)COC(=O)c3ccccc3NCc3ccco3)c2C#N)C1 (stereo not drawn)
    4.2	2.7	-1.7	94.0	6.5	96.7	1.94	-0.3	1.7	7.1
> O=C(CSc1cccc[n+]1[O-])N1CCCc2ccccc21
    -5.7	2.5	-2.5	114.4	-15.8	111.9	0.94	-0.3	2.5	-3.6
> CN(C)c1ccc(N/C=C/C(=O)C(F)(F)F)cc1
    16.9	1.5	-29.9	122.7	-24.3	89.2	2.03	-0.2	29.9	18.8
> O=C(Nc1ccc2nc(-c3cccs3)c(-c3cccs3)nc2c1)N1CCOCC1
    8.4	5.7	4.0	96.4	3.9	94.0	0.46	-0.4	-4.0	-3.7
> Nc1ncn(C23CC4CC(CC(C4)C2)C3)n1
    0.1	-0.2	.	112.3	-7.5	100.0	1.1	-0.2	.	2.0
> COc1ccc(C)cc1S(=O)(=O)N1CCN(S(=O)(=O)c2cc(C)ccc2OC)C(C)C1 (stereo not drawn)
    7.9	1.7	8.6	92.2	8.5	99.5	0.93	-0.1	-8.6	-3.8
> Cc1coc2cc3oc(=O)c(Cc4ccccc4)c(C)c3cc12
    -1.8	2.4	-9.4	96.2	4.1	97.9	1.05	0.1	9.4	-5.4
> Cc1c(C(=O)N/N=C/c2ccccc2)[nH]c2ccc(Cl)cc12
    -0.8	6.3	52.5*	106.2	-4.1	98.7	1.17	-0.4	-52.5	-12.9
> CSc1ccc(/C=C/c2ccc3cccc(O)c3n2)cc1
    15.4	-0.5	-172.6	106.1	-7.1	89.0	6.17*	-0.2	172.6*	46.3
> O=C(CN1CCOCC1)Nc1ccc(N2CCN(c3ccccc3)CC2)c(F)c1
    16.2	1.6	19.5	93.1	6.0	91.6	1.13	-0.2	-19.5	-1.3

# A section from further up, as a working copy:
# Every second line gives: STAT3 inh	RAM network inh	APP 5UTR inh	STAT1 act	STAT1 blocker	STAT3 act	NF-kB expr up	Hsp70 activator	APP 5'UTR act	FLuc inh counter
> Cc1c(C(=O)N/N=C/c2ccccc2)[nH]c2ccc(Cl)cc12
    -0.8	6.3	52.5*	106.2	-4.1	98.7	1.17	-0.4	-52.5	-12.9
> CSc1ccc(/C=C/c2ccc3cccc(O)c3n2)cc1
    15.4	-0.5	-172.6	106.1	-7.1	89.0	6.17*	-0.2	172.6*	46.3
> O=C(CN1CCOCC1)Nc1ccc(N2CCN(c3ccccc3)CC2)c(F)c1
    16.2	1.6	19.5	93.1	6.0	91.6	1.13	-0.2	-19.5	-1.3

# This is a random part of the collection; 7.7% or so of the library scored in one or more.
